procasp3 activ: activators of human procaspase-3 D3A mutant, primary screen, biochemical, absorbance, PC-3 D3A mutant, single concentration | Caspase-3 (Homo sapiens), P42574 | recombinant procaspase-3 D3A, Ac-DEVD-pNA absorbance 405 nm | activation, % at 8.5 µM | hit rate 0.11% among 330,000;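 active = activation above the mean of all tested compounds plus 3 SD, cut at about 21% in these data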;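 also: 0% = DMSO alone and 100% = DMSO wells spiked with extra 5 µM PC-3 D3A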
Target sequence (P42574 whole entry D9A/D28A/D175A): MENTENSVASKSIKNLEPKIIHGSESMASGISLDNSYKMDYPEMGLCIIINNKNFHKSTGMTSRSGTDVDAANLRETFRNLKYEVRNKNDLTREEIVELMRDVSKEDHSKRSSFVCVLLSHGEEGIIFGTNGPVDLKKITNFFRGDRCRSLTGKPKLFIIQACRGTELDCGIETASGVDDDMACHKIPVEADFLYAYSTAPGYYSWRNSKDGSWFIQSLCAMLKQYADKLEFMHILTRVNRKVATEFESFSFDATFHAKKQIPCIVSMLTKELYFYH
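Technique: 405 nm absorbance of p-nitroaniline, reads at 0 and 120 min; Test system: Procaspase-3 D3A mutant; Incubation: 1 h enzyme-compound preincubation, then 2 h substrate reaction, 25 °C; Repeats: singlicate, each compound tested once; Benchmarks: low control DMSO wells, high control DMSO plus 5 µM PC-3 D3A.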
Yeast superoxide: reduction of superoxide in aged yeast, primary screen, HTS | AID 2690, 2010 | hit rate 0.18% among 330,000 | S. cerevisiae aged cells, superoxide DHE fluorescence; stronger effect = lower value | superoxide response (% of plate mean), % at 10 µM;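 active = superoxide response under a set limit, about three screen SD below normal, cut at about 65% in these data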;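 also: yeast aged for seven days with compound at 30 °C before DHE staining; 100% = average MFI of all compound-treated wells on the plate with controls excluded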
RPL19A TOR yeast: RPL19A-GFP expression modulators in yeast, primary screen, cell-based, S. cerevisiae, multiplex flow cytometry, MLPCN. hit rate 0.3% among 330,000. percent response vs DMSO, % at 10 µM. S. cerevisiae RPL19A-GFP strain, 3 h; stronger effect = lower value;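 active = percent response vs DMSO below 50%; inconclusive = fewer than 70 events counted for the yeast strain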;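 also: median channel GFP fluorescence of the barcoded RPL19A-GFP strain; ratio of sample median GFP to plate DMSO average so 100% = DMSO; lower means less RPL19A-GFP as with rapamycin TOR inhibition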
LAP4-GFP MLPCN: modulators of LAP4-GFP expression in yeast, primary screen, S. cerevisiae, multiplex flow cytometry, MLPCN library | 3 h; median GFP as percent of DMSO wells | GFP response vs DMSO, % at 10 µM | hit rate 0.34% among 320,000 | AID 2023, 2009;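 active = GFP response vs DMSO above a set limit, about the screen mean plus 3 SD, cut at about 150% in these data; inconclusive = under 70 cell events counted for the yeast strain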
GASC-1 inh: inhibitors of GASC-1 histone demethylase, primary screen, biochemical, fluorescence, DELFIA europium | Lysine-specific demethylase 4C (Homo sapiens), Q9H3R0 | GST-JMJD2C(1-420) H3K9me3 demethylation | inhibition, % at 2.35 µM | hit rate 0.069% among 330,000 | AID 2099, 2009;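 active = more than half of a compound's replicate wells show inhibition beyond 50%, single wells judged on their own value; inconclusive = some, but no more than half, of replicates pass 50% inhibition; inactive = no replicate passes 50% inhibition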;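 also: signal counts dimethyl H3K9 product captured on neutravidin plate; 0% = median of DMSO wells and 100% = 0.3 times that DMSO median; strong numbers were not always called active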
Target sequence (Q9H3R0 1-420 limits assumed): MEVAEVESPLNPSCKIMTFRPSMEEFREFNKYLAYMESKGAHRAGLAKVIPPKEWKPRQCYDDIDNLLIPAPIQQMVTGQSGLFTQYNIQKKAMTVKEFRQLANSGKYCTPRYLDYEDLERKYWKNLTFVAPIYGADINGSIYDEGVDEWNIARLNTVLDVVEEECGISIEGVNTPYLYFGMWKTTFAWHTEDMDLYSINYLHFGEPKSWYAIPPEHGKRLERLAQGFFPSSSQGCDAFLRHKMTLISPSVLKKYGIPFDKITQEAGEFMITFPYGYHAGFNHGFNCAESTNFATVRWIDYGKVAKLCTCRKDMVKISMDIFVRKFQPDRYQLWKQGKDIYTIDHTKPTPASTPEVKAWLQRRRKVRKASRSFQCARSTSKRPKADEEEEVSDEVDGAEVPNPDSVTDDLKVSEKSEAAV
AHR activator: AHR activators, primary screen, cell-based, luminescence, luciferase reporter, human. activation, % at 5 µM. hit rate 2.5% among 320,000. AHR-responsive luciferase reporter cells. AID 2796, 2010. Aryl hydrocarbon receptor (Homo sapiens), P35869; in the data active = activation above about 47%;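 also: 0% = vehicle wells and 100% = reference agonist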
MEP2-GFP yeast: modulators of MEP2-GFP levels in yeast, primary screen, S. cerevisiae, multiplex flow cytometry, MLPCN library | GFP response vs DMSO, % at 10 µM | hit rate 0.51% among 330,000 | S. cerevisiae MEP2-GFP strain, 3 h; 100% = DMSO control level | AID 2016, 2009;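 active = GFP response versus DMSO above a set limit, roughly screen mean plus 3 SD, cut at about 180% in these data; inconclusive = fewer than 70 cells counted for a yeast strain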;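 also: median GFP fluorescence of the barcode-gated MEP2-GFP cells per well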
proCasp7 act: procaspase-7 activators, primary screen, counter-screen for procaspase-3 activator project, biochemical, absorbance, HTS, human; Caspase-7 (Homo sapiens), P55210; recombinant procaspase-7, Ac-DEVD-pNA absorbance 405 nm; D23A/D198A/D206A triple mutant, cannot self-cleave; scale: DMSO 0, 5 µM enzyme 100; activation, % at 8.5 µM; hit rate 0.093% among 330,000; AID 463210, 2010;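 active = percent activation above the screen-wide mean plus 3 SD, cut at about 25% in these data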
Target sequence (P55210 whole entry D23A/D198A/D206A): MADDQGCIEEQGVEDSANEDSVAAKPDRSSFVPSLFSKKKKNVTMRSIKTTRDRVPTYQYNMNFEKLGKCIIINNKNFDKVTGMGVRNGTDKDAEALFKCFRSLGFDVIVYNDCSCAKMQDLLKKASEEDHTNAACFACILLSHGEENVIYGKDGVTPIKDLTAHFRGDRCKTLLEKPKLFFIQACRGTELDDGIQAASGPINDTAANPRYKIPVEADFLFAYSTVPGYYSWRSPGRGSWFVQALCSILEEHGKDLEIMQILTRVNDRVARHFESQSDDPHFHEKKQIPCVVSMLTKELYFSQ
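Replicates: singlicate. Assay system: Procaspase-7 triple mutant (PC-7 D3A). Signal: 405 nm absorbance of p-nitroaniline. Times: 1 h preincubation, 2 h reaction. Buffer or medium: Zinc-free HEPES pH 7.4 with 300 mM NaCl, 0.01% Triton X-100. Also added: DEVD-pNA substrate. Benchmarks: DMSO wells as 0%, DMSO with 5 µM added PC-7 as 100%.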
The depositor's hits bear a star; i = inactive; ? = inconclusive; . = no result given; & = joins results of further samples. The order is random; any-hit rate near 3.8%.

Below each SMILES: procasp3 activ	RPL19A TOR yeast	MEP2-GFP yeast	Yeast superoxide	GASC-1 inh	AHR activator	LAP4-GFP MLPCN	proCasp7 act
#1 O=C(NCc1cccc(Cl)c1)C1CCCO1 (stereo unspecified)
    2	97	97	110	6	1	108	10
#2 O=c1[nH]c2ccccc2cc1CN(Cc1cccnc1)S(=O)(=O)c1ccc([N+](=O)[O-])cc1
    4	99	108	93	7	1	103	-3
#3 O=C(NCc1ccccc1)c1c[nH]c2ccc(S(=O)(=O)Nc3ccc4c(c3)OCCO4)cc2c1=O
    -2	96	101	100	10	9	98	5
#4 CCOC(=O)N1CCN(C(=S)NC)CC1
    -1	100	94	109	2	2	96	-7
#5 C=CCNC(=O)CSc1nnc(C(CC)N(C)C)n1C1CCCCC1 (stereo unspecified)
    2	103	106	100	2	2	103	8
#6 O=C(/C(=N/N=C/c1ccc(O)c(O)c1)c1ccccc1)c1ccccc1
    -2	104	91	113	-10	7	90	-10
#7 C=CCNC(=O)/C(C#N)=C/c1ccccc1Cl
    3	79	87	90	19	2	145	6
#8 CCOc1ccc(C2/C(=C(\O)c3ccc4c(c3)OCCO4)C(=O)C(=O)N2CCN2CCOCC2)cc1OCC (stereo unspecified)
    3	99	110	i	0	-1	100	-33
#9 CCn1c(NN)nc2sc3c(c2c1=O)CCC3
    1	98	103	100	9	3	91	-9
#10 COc1ccc2nc(/N=C\N(C)C)sc2c1
    0	100	103	96	2	36	105	3
#11 CCCCc1cc(C(=O)Cc2ccccn2)c(O)cc1O
    -4	104	107	92	-3	33	92	3
#12 COc1cccc2cc(C(=O)CC3(O)C(=O)N(Cc4ccccc4)c4ccccc43)c(=O)oc12 (stereo unspecified)
    1	102	97	111	-14	0	89	6
#13 O=C(CN1CCOCC1)Nc1cccc(Br)c1
    -5	105	103	106	1	1	101	-7
#14 Cc1cccc(N2CCN(C(=O)CN3C(=O)C4CC=CCC4C3=O)CC2)c1C (stereo unspecified)
    -2	101	101	96	-3	2	99	-1
#15 COCCn1nnnc1C(c1cc(OC)ccc1OC)N1CCc2ccccc2C1 (stereo unspecified)
    -15	96	104	123	-6&-17	1	97	-7

(next part)
Below each SMILES: procasp3 activ	RPL19A TOR yeast	MEP2-GFP yeast	Yeast superoxide	GASC-1 inh	AHR activator	LAP4-GFP MLPCN	proCasp7 act
#16 CSc1nnc(NC(=O)C23CC4CC(CC(C4)C2)C3)s1
    4	98	90	96	-3	7	106	-1
#17 O=C(CSc1ccc(-c2ccco2)nn1)Nc1cccc(F)c1
    -2	97	91	96	-10	0	80	-16
#18 CC(=O)Oc1cc2c(C(=O)NCc3ccncc3)c(C)oc2c2ccccc12
    11	96	102	105	-1	52*	95	1
#19 CCN1CCN(CC2CC3C=CC2C3)CC1 (stereo unspecified)
    -1	106	103	90	-12	3	96	-13
#20 CCN(CC)CCOC(=O)c1c(C)oc2ccc(O)cc12
    -10	100	100	101	0	1	102	-4
#21 CCOc1ccc(/C=C2\SC(=S)N(CCC(=O)Nc3ccc(C(=O)O)cc3)C2=O)cc1
    -3	103	101	98	-2	-4	97	6
#22 O=c1cc(N2CCCCC2)c(-c2ccccc2)nn1Cc1ccc(Cl)cc1
    0	101	97	99	21	2	103	9
#23 CN(/N=C/C=C/c1ccccc1)C1=NS(=O)(=O)c2ccccc21
    5	103	106	92	-1	31	98	6
#24 CCN(NC(=O)C(O)(c1ccc(F)cc1)c1ccc(F)cc1)C(=O)c1ccccc1
    6	97	90	102	31	0	93	0
#25 COc1ccc(S(=O)(=O)N2CCOC2CNC(=O)C(=O)NCCc2ccc(OC)c(OC)c2)cc1C (stereo unspecified)
    -2	95	96	118	10	6	82	3
#26 Cc1ccc(N2C(=O)C3C4C=CC(CC4)C3C2=O)cc1[N+](=O)[O-] (stereo unspecified)
    0	102	107	103	2	1	97	1
#27 Cc1ccc(C(=O)OCC(=O)N2CCCCCC2)c(O)c1
    5	93	95	130	4	0	99	4
#28 CCCN(CC(=O)Nc1cc(C)on1)CC(=O)Nc1ccc(F)c(F)c1F
    -6	113	103	90	9	-1	108	3
#29 Cc1ccccc1-n1ncc2c(SCC(=O)NC3CCCC3)ncnc21
    1	103	103	89	7	-3	95	-6
#30 Cc1ccc(NC(=O)CCNS(=O)(=O)c2ccccc2F)cc1S(=O)(=O)N1CCOCC1
    4	101	96	99	4	0	97	6

An excerpt from above in order of heavy-atom count, largest number first:
Below each SMILES: procasp3 activ	RPL19A TOR yeast	MEP2-GFP yeast	Yeast superoxide	GASC-1 inh	AHR activator	LAP4-GFP MLPCN	proCasp7 act
#25 COc1ccc(S(=O)(=O)N2CCOC2CNC(=O)C(=O)NCCc2ccc(OC)c(OC)c2)cc1C (stereo unspecified)
    -2	95	96	118	10	6	82	3
#30 Cc1ccc(NC(=O)CCNS(=O)(=O)c2ccccc2F)cc1S(=O)(=O)N1CCOCC1
    4	101	96	99	4	0	97	6
#21 CCOc1ccc(/C=C2\SC(=S)N(CCC(=O)Nc3ccc(C(=O)O)cc3)C2=O)cc1
    -3	103	101	98	-2	-4	97	6
#24 CCN(NC(=O)C(O)(c1ccc(F)cc1)c1ccc(F)cc1)C(=O)c1ccccc1
    6	97	90	102	31	0	93	0
#18 CC(=O)Oc1cc2c(C(=O)NCc3ccncc3)c(C)oc2c2ccccc12
    11	96	102	105	-1	52*	95	1
#22 O=c1cc(N2CCCCC2)c(-c2ccccc2)nn1Cc1ccc(Cl)cc1
    0	101	97	99	21	2	103	9
#29 Cc1ccccc1-n1ncc2c(SCC(=O)NC3CCCC3)ncnc21
    1	103	103	89	7	-3	95	-6
#23 CN(/N=C/C=C/c1ccccc1)C1=NS(=O)(=O)c2ccccc21
    5	103	106	92	-1	31	98	6
#20 CCN(CC)CCOC(=O)c1c(C)oc2ccc(O)cc12
    -10	100	100	101	0	1	102	-4
#16 CSc1nnc(NC(=O)C23CC4CC(CC(C4)C2)C3)s1
    4	98	90	96	-3	7	106	-1
#19 CCN1CCN(CC2CC3C=CC2C3)CC1 (stereo unspecified)
    -1	106	103	90	-12	3	96	-13

Next section
Below each SMILES: procasp3 activ	RPL19A TOR yeast	MEP2-GFP yeast	Yeast superoxide	GASC-1 inh	AHR activator	LAP4-GFP MLPCN	proCasp7 act
#31 COC(=O)c1cnn2c(C(F)(F)F)cc(-c3ccccc3)nc12
    -2	96	101	113	1	2	99	-6
#32 COCc1c(C(=O)OCC(=O)c2ccc[nH]2)oc2ccccc12
    -1	97	97	112	6	1	101	1
#33 COc1ccc(CC(=O)Nc2cccc(-c3nnc(-c4ccc(C)cc4)o3)c2)cc1OC
    -4	106	107	96	-7	-1	113	11
#34 Cc1ccccc1SCC(=O)NCC(c1ccc(F)cc1)N1CCOCC1 (stereo unspecified)
    -1	106	99	95	-9	-1	106	3
#35 Cc1occc1-c1nnc(SCC(=O)c2ccc(Cl)cc2)n1CC1CCCO1 (stereo unspecified)
    -2	92	95	99	-5	0	95	-1
#36 C=CCc1c(OC)ccc2ccc(=O)oc12
    9	94	106	90	7	4	105	4
#37 O=C(CCCC(=O)OCC(F)(F)C(F)F)Nc1nccs1
    4	98	97	87	0	0	98	-2
#38 CCOc1ccccc1Nc1nnc(SCC(=O)NCC2CCCO2)s1 (stereo unspecified)
    -9	98	97	87	2	8	97	10
#39 Cc1ccc(C)c(S(=O)(=O)N2CCN(C(=O)c3cncc(Br)c3)CC2)c1
    0	102	101	85	2	6	99	-5
#40 CCOc1ccc(S(=O)(=O)N2CCC(C(=O)N3CCCCCC3)CC2)cc1Cl
    -5	113	111	101	5	1	86	6
#41 Cc1ccc(S(=O)(=O)Cc2ccc([N+](=O)[O-])cc2)cc1
    6	106	109	102	-18	-7	104	-13
#42 CC(=O)Nc1ccc(NC(=O)c2cccc(C(=O)OC(C)C)n2)cc1
    1	99	98	109	17	13	100	6
#43 Cc1ccc2sc(NC(=O)CN3C(=O)c4ccccc4C3=O)nc2c1C
    11	98	103	93	3	1	96	-3
#44 CCOc1ccc(-n2nc(C(=O)NC3CCCCC3)c3ccccc3c2=O)cc1
    -5	96	96	92	-4	-1	98	3
#45 CCC(CC)C(=O)c1c[nH]c(C(=O)NCc2ccccn2)c1
    2	?	?	90	-2	2	?	0

New compounds follow:
Below each SMILES: procasp3 activ	RPL19A TOR yeast	MEP2-GFP yeast	Yeast superoxide	GASC-1 inh	AHR activator	LAP4-GFP MLPCN	proCasp7 act
#46 COc1cc2nc(N(C)CCCNC(=O)C3CCCO3)nc(N)c2cc1OC (stereo unspecified)
    11	106	95	97	-16	4	107	-6
#47 O=C(CCNC(=O)Cn1ccc2ccccc2c1=O)NCCCN1CCN(c2ccccc2F)CC1
    1	95	108	109	6	9	102	3
#48 COc1ccc(-c2cc3ncc(C(C)=O)c(C)n3n2)cc1
    9	95	71	109	21	2	105	7
#49 O=C(CCCCCN1C(=O)[C@@H]2Cc3ccccc3CN2C1=O)NCCc1ccccc1
    8	103	107	106	6	8	99	-4
#50 O=C(OCc1c(Cl)cccc1Cl)c1cccnc1
    2	100	103	89	-39	-1	94	7
#51 C=CCn1c(SCCOc2ccc(OC)cc2)nnc1C(CO)NC(=O)c1ccc(OC)cc1 (stereo unspecified)
    6	102	100	99	5	3	105	-1
#52 Cc1ccc(C(=O)Nc2ccc(CN3CCCCC3)cc2)c(C)c1
    5	99	106	110	-19	1	99	-6
#53 O=C(c1cccs1)N1CCN=C1SCc1ccc(Cl)cc1
    3	104	97	99	16	-5	96	0
#54 O=C(NCC1CCCO1)C1c2ccccc2C(=O)N1Cc1ccc2c(c1)OCO2 (stereo unspecified)
    7	92	102	99	0	-4	99	2
#55 CC(C)CC(=O)N1CCC(O)(CS(=O)(=O)Cc2ccccc2)CC1
    10	99	102	92	0	0	96	9
#56 COCCN1CN=C(NS(=O)(=O)c2ccc(C)cc2)NC1
    8	95	105	96	15	-1	92	4
#57 CC(CNC(=O)c1ccc(OC2CCN(Cc3ccccn3)CC2)cc1)c1ccccc1 (stereo unspecified)
    -6	102	103	86	2	6	83	10
#58 C[C@H](CO)N1C[C@H](C)[C@@H](CN(C)Cc2ccncc2)Oc2c(NC(=O)CCCCCC(=O)Nc3ccccc3N)cccc2C1=O
    3	.	.	115	-35	6	.	3
#59 CCn1c(=O)c2cc(C(=O)N(C)CC(OC)OC)sc2c2ccccc21
    -1	107	114	93	-19	4	101	-1
#60 CCO/N=C(/C)c1c(O)cc(C(C)(C)C)n(-c2ccccc2)c1=O
    2	101	104	101	2	2	97	1

Compound activity (PubChem BioAssay)
